Screening results deposited in PubChem by National Center for Advancing Translational Sciences (NCATS).
UDG counter = UDG inhibition counter-screen. FRET deamination/UDG coupled assay, UDG read, 4 h. Potency, µM (highest dose often 115 µM), without a hit: top-dose activity change, negative = inhibition, usual class: inhibitors. actives 0.14% (n = 91,000). AID 1347430; also: nearly all actives have a fitted effect of over 65% in size
AID inh = blocks human AID cytidine deaminase activity | AID deamination FRET fluorescence, UDG-coupled, 4 h | Potency, µM (doses to about 115 µM), without a hit: top-dose activity change, negative = inhibition, most hits filed as inhibitors | actives 0.32% (n = 91,000); also: nearly all actives have a fitted effect of over 25% in size
Target sequence (Q9GZX7 whole entry, looked up): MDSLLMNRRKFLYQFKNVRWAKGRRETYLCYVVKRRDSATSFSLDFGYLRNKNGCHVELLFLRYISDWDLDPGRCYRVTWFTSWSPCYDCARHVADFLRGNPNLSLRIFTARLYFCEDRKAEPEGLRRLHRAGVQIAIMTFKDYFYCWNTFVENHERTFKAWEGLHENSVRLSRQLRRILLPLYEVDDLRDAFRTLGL
An asterisk follows results filed as active; ? = inconclusive; & = joins results of further samples; [ ] = remark or other dose. Calls follow the shape of the dose curve; as a rule, active = well fitted curve in the direction sought with a large enough effect; inconclusive = small, poorly fitted or top-dose-only effect, or another doubt; inactive = no such curve, though single readings can be large; an effect the other way counts as inactive or inconclusive. % is scaled to controls: 0 for no effect and ±100 for the full control effect; potency is read from the fitted curve at half-maximal effect. Some of the compounds tested, so the mix of outcomes need not match the whole.

SMILES | UDG counter | AID inh
CCCCN(C)c1nc2c(S(=O)(=O)c3ccc(CC)cc3)nnn2c2ccc(Cl)cc12 | -9% | -10%
CC(c1cccc([N+](=O)[O-])c1)N(C)C(=O)c1ccc2c(c1)NC(=O)CS2 (stereo not drawn) | 1% | -6%
CC(=O)OCC1OC2OC(C)(C)OC2C2OC(C)(C)OC12 (stereo not drawn) | -3% | 8%
Fc1ccc(-c2nn(-c3ccccc3Cl)c3c2cnc2ccccc23)cc1 | 23% | -9%
Cc1nnc(SCC(=O)NCc2ccc(N(C)C)cc2)c2nn(-c3ccccc3)c(C)c12 | 4% | 147%[activator]
COC(=O)c1sccc1S(=O)(=O)N(CC(=O)Nc1cc(C)cc(C)c1)c1ccc(Cl)cc1 | 14% | -7%
O=C(Cn1ccn2nc(-c3ccccc3)cc2c1=O)N1CCN(c2ccccc2F)CC1 | 4% | 3%
COc1cc(CN2CCN(S(=O)(=O)c3ccc(C)cc3)CC2)cc(OC)c1O | 1% | -3%
CCOC(=O)c1c(S(=O)(=O)NCC(=O)N2CCN(c3ccccc3OC)CC2)c(C)n(C)c1C | ? | 0%
O=C1CSC2(C(=O)N(Cc3ccccc3)c3ccccc32)N1c1cccc(F)c1 (stereo not drawn) | 8% | 97%[activator]
N#Cc1cnc2ccc(Cl)cc2c1Nc1cccc(C(F)(F)F)c1 | -11% | -2%
CCCCN(Cc1ccccc1)c1ccc(NS(=O)(=O)c2ccc3c(c2)CCCC3)cc1C(=O)O | 5% | -6%
O=C(c1cc2c(s1)-c1ccccc1OC2)N1CCN(c2ccccc2)CC1 | -4% | -20%
Cc1ccsc1CN(C)C(=O)CC(C)C | -10% | -2%
CC(O)CSc1nc2c(c(=O)n(C)c(=O)n2C)n1Cc1ccccc1Cl (stereo not drawn) | 6% | -4%
Cc1ccc(OCC(=O)Nc2cccc(C(=O)OCc3cc(=O)n4cc(C)sc4n3)c2)cc1 | -1% | -12%
CCOC(=O)Cc1c(C(=O)OCC)nnc2c(-c3ccc(Cl)cc3)c(C)nn12 | 1% | -11%
O=C(O)c1cc(Cl)c(I)c(Cl)c1 | -2% | -3%
COc1ccc(Cn2c(=O)c3cccnc3n(CC(=O)Nc3ccc(C)c(F)c3)c2=O)cc1 | ? | 42%[activator]
COc1ccc(C(=O)N/C(=C\c2ccc(-c3cccc(Cl)c3)o2)C(=O)NC(C)(C)C)cc1 | 8% | 1%
COc1cc(C(C)NCc2csc(C(C)C)n2)ccc1OCCO (stereo not drawn) | 5% | 4%
C=CCNC(=O)C(NC(C)=O)C1CCCC1 (stereo not drawn) | 7% | 1%
Cc1ccc2[nH]c(-c3ccccc3)c(-c3ccccc3)c2c1 | -1% | -13%
N[C@@H](Cc1ccc(F)cc1)C(=O)O | 6% | -2%
COc1cc(NC(=O)Cn2ccnc2)cc(OC)c1 | -14% | -15%
COC(=O)c1sc(=S)n(-c2cccc(C)c2C)c1N | 2% | -1%
CCOc1ccccc1C(=O)NC(C(=O)OCc1ccccc1C)C(C)C (stereo not drawn) | 4% | -7%
CCOc1ccc(N2CC(NC(=O)C(C)(C)C)CC2=O)cc1 (stereo not drawn) | -13% | -14%
O=C(COc1ccc2ccc(=O)oc2c1)NC1CCCC1 | -1% | 5%
CCN(CC)c1ccc(NC(=O)C2COc3ccc(OC)cc3C2)c(C)c1 (stereo not drawn) | 7% | 6%
CCCCc1nn2c(=O)cc(COC(=O)c3ccc(NC(=O)c4cccs4)cc3)nc2s1 | -5% | 10%
CCOC(=O)c1ccccc1NC(=O)Cn1c(=O)n(Cc2nc(C)no2)c(=O)c2ccccc21 | 8% | ?
O=C(Cn1nnc(-c2ccc(Cl)cc2)n1)NCc1ccc(F)cc1 | -6% | -4%
O=C(COc1ccccc1F)Nc1ccc2nc(SCc3ccccc3)sc2c1 | -13% | 8%
CC1CN(C(=O)N2CCC(C(=O)NCc3ccccc3)CC2)c2ccccc2O1 (stereo not drawn) | 6% | -2%
CN(C(=O)CSc1nnc2[nH]c(=O)cc(-c3ccccc3)n12)c1ccccc1 | 2% | 3%
CCn1c(=O)n(CC)c2cc(N3CCCCC3)c(NC(=O)Nc3cc(OC)ccc3OC)cc21 | -6% | 4%
COc1ccc(C(=O)Oc2ccc3c(=O)c(-c4ccccc4)coc3c2)cc1 | -6% | -7%
CCOc1ccccc1NC(=O)C(CC)Sc1nc2ncccc2[nH]1 (stereo not drawn) | -2%[57.5 µM] | 16%
COc1cc(OC)c(NC(=O)Cn2c(=O)nc(-c3ccccc3)c3ccccc32)cc1Cl | -3% | ?
CC(Sc1cc(Cl)ccc1Cl)C(=O)NCCc1ccccn1 (stereo not drawn) | 1% | -5%
Cc1ccccc1OCCSc1nc2ccc(NC(=O)c3cccs3)cc2s1 | -21% | -4%
O=C(CCN1C(=O)c2ccccc2S1(=O)=O)Nc1ccc(C(=O)O)cc1 | 0% | -11%
Cc1cccc(Cn2nnc3c(=O)[nH]c(C4CCN(C(=O)c5ccccc5F)CC4)nc32)c1 | -3% | -7%
Cc1ccc(S(=O)(=O)N2CCN(C(=O)c3nn(C(C)C)c(=O)c4ccccc34)CC2)cc1 | -6% | -20%
Cc1cc(C)c(/C=N/NC(=O)C2CC23CCC3)c(C)c1 (stereo not drawn) | 2% | -13%
N#C/C(=C/c1ccco1)C(=O)NC1CC1 | 2% | 15%
CC(C)(CNC(=O)C1CCN(C(=O)c2ccc(F)cc2)CC1)N1CCCCC1 | 7% | 3%
Cc1cccc(C)c1NC(=O)CN1CCN(Cc2nc3ccccc3o2)CC1 | -5% | 0%
Cc1ccc(C)c(N2CCN(C(=O)c3ccc4c(c3)N(Cc3ccc(F)cc3)C(=O)c3ccccc3S4=O)CC2)c1 (stereo not drawn) | -24% | ?
Cc1cccc(NC(=O)c2c(Br)sc3c2CCCC3)c1 | -2% | 13%
CCOC(=O)c1[nH]c2cc(OC)c(OC)cc2c1NC(=O)CCN1CCC(C(N)=O)CC1 | -5% | 0%
CCOc1ccc(C(=O)Nc2ccccc2C(=O)OCc2cc(=O)n3nc(C4CC4)sc3n2)cc1 | -10% | -1%
CC(=O)N1CCc2c(sc3c2c(=O)n(-c2ccc(C)cc2)c(=O)n3CC(=O)Nc2ccccc2)C1 | 6% | 59%[activator]
CCc1c(C)sc(NC(=O)c2cc(-c3ccc(C)cc3C)nc3ccccc23)c1C#N | -12% | 25%
COc1cc(CNCCSc2nnnn2C)cc(Cl)c1OCc1ccccc1 | -11% | 3%
CCCNC(=O)c1ccc2c(c1)N(Cc1cccc(C)c1)C(=O)c1ccccc1S2 | -11% | -6%
CCN(CC)S(=O)(=O)c1ccc(NS(=O)(=O)c2ccc3ccccc3c2)cc1 | 11% | -5%
C=CCSc1nc2c(c(=O)[nH]c(=O)n2C)n1Cc1cccc(Br)c1 | 33%[activator] | -18%
Cc1[nH]c(=O)[nH]c(=O)c1S(=O)(=O)N1CCN(c2ccccc2Cl)CC1 | -5% | ?
The results go on.
SMILES | UDG counter | AID inh
O=C(CN1C(=O)COc2ccc(S(=O)(=O)NC3CCCC3)cc21)Nc1ccc(F)c(Cl)c1 | -1%[57.5 µM] | -26%
c1ccc(CNCCN2CCCC2)nc1 | 3% | 24%
COC(=O)c1c(COc2cccnc2[N+](=O)[O-])nc2ccccc2c1C | 0% | -7%
O=C(CCc1c[nH]c2ccccc12)NC1(c2ccccc2)CCC1 | 2% | -6%
Cn1nnnc1NCc1ccc(-c2ccc(Cl)cc2)o1 | 4% | 1%
COC(=O)C1=C(C(=O)OC)SC(=C(Cl)C(=S)Oc2ccccc2)S1 | -8% | -10%
Cc1cccc(C)c1NC(=O)CNC(=O)c1nccnc1N | -15% | -1%
CCc1ccc(Cn2c(CNS(=O)(=O)c3ccc(Cl)s3)nc3cccnc32)cc1 | -3% | -21%
Cc1ccc(NC(=O)C2CC3CCCC(C2)C3=O)cc1 (stereo not drawn) | 9% | 1%
O=C(/C=C/c1ccccc1)O/N=C1\CCCc2oc3c(c21)CCCC3 | -3% | -8%
Cc1cc(=O)n2nc(N(C)CC(=O)NCc3cccc(Br)c3)sc2n1 | 0% | 0%
COc1ccc(-c2nc3sc(CCNC(=O)c4cc(OC)c(OC)c(OC)c4)c(C)n3n2)cc1 | 2% | -3%
COc1ccccc1Nc1nc(C)nc(N)c1S(=O)(=O)c1ccccc1 | 3% | 15%
CCc1ccc(C(=O)C(C)OC(=O)c2nn(C)c(=O)c3ccccc23)cc1 (stereo not drawn) | -5% | -5%
Cc1ccc(N2CC(NC(=O)c3ccco3)CC2=O)cc1 (stereo not drawn) | 11% | 0%
COc1ccccc1CNC(=O)Cc1csc2nc(-c3ccc(Cl)cc3)cn12 | 5% | 24%
COC(=O)C1=C(C)NC(=O)C1(NC(=O)c1ccc(Cl)cc1)C(F)(F)F (stereo not drawn) | -6%&13% | 3%&5%
CCc1ccc2ncc3c(-c4ccc(F)cc4)nn(CC(=O)NC4CCCCC4)c3c2c1 | 8% | 12%
COc1cc(C(=O)Nc2ccc(-c3cc(C(F)(F)F)nn3-c3ccccc3)cc2)cc(OC)c1OC | ? | ?
CCC(=O)N1CCc2cc(S(=O)(=O)CCC(=O)NCc3ccc(F)cc3)ccc21 | -14% | -4%
Cc1ccc(-c2nc3cc(NC(=O)c4cc5ccccc5o4)ccc3o2)cc1 | 8% | 30%
Cc1ccc(NC(=O)c2oc3ccc(S(=O)(=O)N4CCC5(CC4)OCCO5)cc3c2C)c(C)c1 | -10% | -15%
COc1ccc(Cl)cc1NC(=O)Cn1c(=O)n(CCCC(=O)NCCc2ccc(OC)c(OC)c2)c(=O)c2ccccc21 | -8% | ?
Cc1ccccc1NC1(c2nnnn2-c2ccccc2C)CCCC1 | 1% | 0%
O=c1oc2ccc(Br)cc2cc1-c1nc(-c2ccccc2)cs1 | -6% | -1%

Entries of single compounds from above. Values in the order: UDG counter, AID inh
Record of O=C(COc1ccc2ccc(=O)oc2c1)NC1CCCC1 → -1%, 5%
Record of CCCNC(=O)c1ccc2c(c1)N(Cc1cccc(C)c1)C(=O)c1ccccc1S2 → -11%, -6%

Entries listed so far with a Cl atom (20):
SMILES | UDG counter | AID inh
CCCCN(C)c1nc2c(S(=O)(=O)c3ccc(CC)cc3)nnn2c2ccc(Cl)cc12 | -9% | -10%
Fc1ccc(-c2nn(-c3ccccc3Cl)c3c2cnc2ccccc23)cc1 | 23% | -9%
COC(=O)c1sccc1S(=O)(=O)N(CC(=O)Nc1cc(C)cc(C)c1)c1ccc(Cl)cc1 | 14% | -7%
N#Cc1cnc2ccc(Cl)cc2c1Nc1cccc(C(F)(F)F)c1 | -11% | -2%
CC(O)CSc1nc2c(c(=O)n(C)c(=O)n2C)n1Cc1ccccc1Cl (stereo not drawn) | 6% | -4%
CCOC(=O)Cc1c(C(=O)OCC)nnc2c(-c3ccc(Cl)cc3)c(C)nn12 | 1% | -11%
O=C(O)c1cc(Cl)c(I)c(Cl)c1 | -2% | -3%
COc1ccc(C(=O)N/C(=C\c2ccc(-c3cccc(Cl)c3)o2)C(=O)NC(C)(C)C)cc1 | 8% | 1%
O=C(Cn1nnc(-c2ccc(Cl)cc2)n1)NCc1ccc(F)cc1 | -6% | -4%
COc1cc(OC)c(NC(=O)Cn2c(=O)nc(-c3ccccc3)c3ccccc32)cc1Cl | -3% | ?
CC(Sc1cc(Cl)ccc1Cl)C(=O)NCCc1ccccn1 (stereo not drawn) | 1% | -5%
COc1cc(CNCCSc2nnnn2C)cc(Cl)c1OCc1ccccc1 | -11% | 3%
Cc1[nH]c(=O)[nH]c(=O)c1S(=O)(=O)N1CCN(c2ccccc2Cl)CC1 | -5% | ?
O=C(CN1C(=O)COc2ccc(S(=O)(=O)NC3CCCC3)cc21)Nc1ccc(F)c(Cl)c1 | -1%[57.5 µM] | -26%
Cn1nnnc1NCc1ccc(-c2ccc(Cl)cc2)o1 | 4% | 1%
COC(=O)C1=C(C(=O)OC)SC(=C(Cl)C(=S)Oc2ccccc2)S1 | -8% | -10%
CCc1ccc(Cn2c(CNS(=O)(=O)c3ccc(Cl)s3)nc3cccnc32)cc1 | -3% | -21%
COc1ccccc1CNC(=O)Cc1csc2nc(-c3ccc(Cl)cc3)cn12 | 5% | 24%
COC(=O)C1=C(C)NC(=O)C1(NC(=O)c1ccc(Cl)cc1)C(F)(F)F (stereo not drawn) | -6%&13% | 3%&5%
COc1ccc(Cl)cc1NC(=O)Cn1c(=O)n(CCCC(=O)NCCc2ccc(OC)c(OC)c2)c(=O)c2ccccc21 | -8% | ?
